Cneo AK release = Cryptococcus neoformans lysis via adenylate kinase release | AID 651654 | C. neoformans lysis, adenylate kinase release luminescence, 4 h; normalised: neutral wells 0, clomiphene wells 100 | hit rate 0.2% among 360,000 | lysis activity, % at 15 µM;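 active means mean lysis activity across replicates of at least 80%, whatever share of replicates individually reach that level; inactive means mean lysis activity below 80%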
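Assay system: log-phase C. neoformans yeast / Quantity: yeast cell density of 5 × 10^6 cells/mL / Medium: fresh YPD growth medium / Compound: single dose / Timing: static 4 h at 37 °C with compound, 1 h detection / Measured by: adenylate kinase release luminescence / Read-out: lysis from increased AK signal / Benchmarks: Clomiphene as positive lysis control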
Statin myotox sup = protects C2C12 myotubes from simvastatin toxicity; hit rate 0.78% among 330,000; rescue of ATP level, % at 7.49 µM; ATP luminescence, 48 h; scaled: DMSO 0, geranylgeraniol control 100;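 active means mean ATP rescue above about 67%, or every replicate alone reaching that limit, limit read from the data, passing the limit was not always enough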;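 further: myotubes were challenged with 10 µM simvastatin during compound exposure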
PGC1a acetyl inh = lowers PGC1a acetylation signal in U2OS cells; AlphaScreen anti-acetyl-lysine; with virally co-expressed GCN5 acetyltransferase; hit rate 0.17% among 350,000; inhibition, % at 15.6 µM; AID 651687;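 active means every replicate shows inhibition of at least 40%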;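 further: 0% = neutral control wells and 100% = positive control wells; some results beyond the cut were filed as inactive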
LGR2 antag = inhibitors of bursicon-induced Drosophila LGR2 receptor cAMP signaling | HEK293 LGR2, CRE-luciferase, bursicon-stimulated, 4 h | inhibition, % at 9.99 µM | AID 720647 | hit rate 0.35% among 380,000;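 active means drop in luminescence signal, shown as inhibition above about 50% in the replicate tests, limit read from the data, passing the limit was not always enough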;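 further: agonist challenge used bursicon conditioned medium at about half maximal strength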
ERAP1 HTS inh = blocks human ERAP1 aminopeptidase activity; Q9NZ08; recombinant ERAP1, Leu-AMC fluorescence, 60 min; inhibition, % at 10.7 µM; hit rate 0.15% among 340,000; AID 652197;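 active means mean replicate inhibition of at least 30%, or all replicates individually reaching that 30% level; inactive means mean below 30% and not every replicate reaching it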;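 further: 0% = neutral control wells and 100% = L-leucinethiol positive control wells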
Target sequence (Q9NZ08 whole entry, looked up): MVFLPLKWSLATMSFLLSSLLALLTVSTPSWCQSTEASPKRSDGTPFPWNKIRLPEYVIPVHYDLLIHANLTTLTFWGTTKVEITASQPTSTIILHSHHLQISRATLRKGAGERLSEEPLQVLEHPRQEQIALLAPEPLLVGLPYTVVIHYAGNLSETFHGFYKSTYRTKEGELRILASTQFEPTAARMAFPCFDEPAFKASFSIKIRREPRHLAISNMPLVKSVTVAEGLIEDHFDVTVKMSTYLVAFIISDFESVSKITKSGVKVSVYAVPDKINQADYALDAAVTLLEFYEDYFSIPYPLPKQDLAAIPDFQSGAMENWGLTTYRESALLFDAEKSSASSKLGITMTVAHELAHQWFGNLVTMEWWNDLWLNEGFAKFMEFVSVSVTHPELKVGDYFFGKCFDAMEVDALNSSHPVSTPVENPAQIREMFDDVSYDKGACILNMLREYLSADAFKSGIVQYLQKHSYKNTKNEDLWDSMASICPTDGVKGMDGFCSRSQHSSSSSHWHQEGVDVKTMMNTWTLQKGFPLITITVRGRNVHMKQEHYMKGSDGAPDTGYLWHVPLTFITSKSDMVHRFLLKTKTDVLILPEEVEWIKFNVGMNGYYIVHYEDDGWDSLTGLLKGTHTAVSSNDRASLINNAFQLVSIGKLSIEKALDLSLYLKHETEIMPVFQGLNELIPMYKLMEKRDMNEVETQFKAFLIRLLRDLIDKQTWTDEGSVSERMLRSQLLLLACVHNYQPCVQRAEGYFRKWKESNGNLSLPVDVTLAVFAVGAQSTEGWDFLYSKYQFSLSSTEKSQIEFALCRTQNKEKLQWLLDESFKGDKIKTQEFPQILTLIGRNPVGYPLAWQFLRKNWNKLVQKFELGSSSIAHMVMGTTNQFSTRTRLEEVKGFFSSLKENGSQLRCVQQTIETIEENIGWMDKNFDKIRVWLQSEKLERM
SIRT5 inh = blocks human SIRT5 desuccinylation of peptide | hit rate 1.1% among 330,000 | inhibition, % at 15 µM | Q9NXA8 | Purified SirT5, succinyl-peptide AMC, trypsin-coupled fluorescence; in the data active means inhibition above about 15%
S100A4 MyoIIA = inhibitors of human S100A4 binding to myosin IIA peptide. P26447. S100A4/TAMRA-MyoIIA peptide fluorescence polarization. inhibition, % at 10.7 µM. hit rate 0.14% among 360,000. AID 652163;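 active means mean inhibition of at least 70% across replicates, with every replicate also reaching that level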
Target sequence (P26447 whole entry, looked up): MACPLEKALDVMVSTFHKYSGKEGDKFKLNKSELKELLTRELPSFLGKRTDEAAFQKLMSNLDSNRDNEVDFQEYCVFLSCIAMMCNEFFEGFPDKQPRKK
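assay system = human S100A4 monomer with TAMRA-labelled myosin IIA peptide | also added = labelled myosin peptide probe, 5 nM | incubation = 5 min between mix addition and reading | control set = DMSO and TFP controls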
XiGFP reactiv = activators of X-chromosome reactivation in mouse fibroblasts; XiGFP mouse fibroblasts, % GFP-positive cells imaging, 3 d; cells co-treated with 5-aza-dC sensitizer; scaled so ellipticine positive control = 100%; activation, % at 7.58 µM; hit rate 0.055% among 360,000; AID 743238;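 active means mean normalized replicate activation at least 10% and every replicate at or above 10%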;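 further: 0% = median of on-plate neutral control wells and 100% = ellipticine 6 µM median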
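Assay system: SV40-immortalized XiGFP fibroblast cells, line 68-5-11; buffer or medium: DMEM plus 5-aza-dC sensitizer; compound: one concentration, pinned; timing: compounds 3 days, fix/stain 15 min at room temperature; benchmarks: positive control ellipticine, 6 µM final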
An asterisk follows results filed as active; nt = not tested or not shown; & = joins results of further samples.

SMILES | Cneo AK release | Statin myotox sup | PGC1a acetyl inh | LGR2 antag | ERAP1 HTS inh | SIRT5 inh | S100A4 MyoIIA | XiGFP reactiv
Cc1cccc(-n2nnnc2SCC(=O)NCC2(N3CCOCC3)CCCCC2)c1C | -1.8 | -13.1 | nt | -4.7 | -5.5 | -4.1 | -1.8 | 0.0
Cc1ccc(NS(=O)(=O)c2cc(C(=O)OCC(=O)NCC3CCCO3)ccc2C)cc1 (centres undefined) | -0.9 | 5.8 | -11.2 | 15.7 | -0.6 | -4.5 | 1.2 | 0.1
C[C@H](CO)N1C[C@H](C)[C@H](CN(C)C(=O)Nc2ccc3c(c2)OCO3)Oc2c(NC(=O)Nc3ccc4c(c3)OCO4)cccc2C1=O | 39.7 | 5.7 | 4.9 | 2.2 | 1.2 | 5.0 | -5.2 | 0.1
CC(Sc1nnc(C(C)Oc2ccc(F)cc2)o1)C(=O)NCc1ccc2c(c1)OCO2 (centres undefined) | 2.9 | 11.0 | -15.7 | 4.4 | -7.1 | 1.9 | -3.1 | 0.0
C[C@H](CO)N1C[C@H](C)[C@@H](CN(C)C(=O)CCC(F)(F)F)OCCCC[C@H](C)Oc2ccc(NC(=O)c3ccccc3)cc2C1=O | -3.3 | nt | 3.1 | 6.3 | -2.9 | 4.7 | -0.5 | 0.2
CC(C)CC#Cc1ccc2c(c1)O[C@H](CN(C)C(=O)NC(C)C)[C@H](C)CN([C@@H](C)CO)S2(=O)=O | -4.7 | -15.7 | -3.2 | -16.2 | 2.6 | 5.2 | 1.9 | -1.9
COc1ccccc1CNC(=O)C[C@H]1CC[C@@H]2[C@H](COC[C@@H](O)CN2C(=O)Nc2ccc(C(F)(F)F)cc2)O1 | 2.0 | -14.1 | 2.2 | 0.4 | 3.3 | -0.1 | -0.1 | 0.0
COc1ccccc1NC(=O)CSc1nnc(CNC(=O)c2ccco2)n1C | -0.4 | 11.1 | nt | 27.8 | 0.1 | -4.2 | -1.8 | 0.0
O=C(Nc1cccc([N+](=O)[O-])c1)c1ccc2c(c1)OCCO2 | -2.7 | nt | 4.6 | -46.4 | nt | nt | nt | 0.0
CCOC(=O)C1CCN(Cc2cc(=O)oc3cc(C)c(Cl)cc23)CC1 | -5.6 | 4.4 | -3.8 | -6.5 | 1.2 | -2.0 | -1.1 | 0.0
CCN(CC)CCN(C(=O)CCS(=O)(=O)c1ccccc1)c1nc2c(C)cc(C)cc2s1 | 3.7 | -13.7 | nt | -4.4 | 2.6 | 1.0 | 0.5 | -0.1
O=C(CCNC(=O)c1ccc([N+](=O)[O-])cc1)NCc1cccs1 | nt | -2.9 | 10.5 | 15.6 | 1.6 | -2.8 | 6.3 | 0.1
O=C(O)C1=C[C@H](c2ccc(C(F)(F)F)cc2)C[C@H](OCc2ccc(CO)cc2)O1 | -1.4&11.9 | 19.9 | -6.1 | -6.8 | 2.1&-2.7 | 1.9 | -9.9&-8.9 | -0.1
Cc1ccc(N2CC(C(=O)Nc3cccc(F)c3)CC2=O)cc1 (centres undefined) | 0.8 | -12.6 | -5.9 | 0.9 | -1.0 | -6.9 | 2.4 | nt
CCOc1ccc(N2C(=O)CC(N(CCc3ccc(OC)cc3)C(=O)c3cccc(F)c3)C2=O)cc1 (centres undefined) | nt | nt | nt | nt | 6.3 | -0.3 | -3.2 | 0.3

Next section; the last four above are carried over.
SMILES | Cneo AK release | Statin myotox sup | PGC1a acetyl inh | LGR2 antag | ERAP1 HTS inh | SIRT5 inh | S100A4 MyoIIA | XiGFP reactiv
O=C(CCNC(=O)c1ccc([N+](=O)[O-])cc1)NCc1cccs1 | nt | -2.9 | 10.5 | 15.6 | 1.6 | -2.8 | 6.3 | 0.1
O=C(O)C1=C[C@H](c2ccc(C(F)(F)F)cc2)C[C@H](OCc2ccc(CO)cc2)O1 | -1.4&11.9 | 19.9 | -6.1 | -6.8 | 2.1&-2.7 | 1.9 | -9.9&-8.9 | -0.1
Cc1ccc(N2CC(C(=O)Nc3cccc(F)c3)CC2=O)cc1 (centres undefined) | 0.8 | -12.6 | -5.9 | 0.9 | -1.0 | -6.9 | 2.4 | nt
CCOc1ccc(N2C(=O)CC(N(CCc3ccc(OC)cc3)C(=O)c3cccc(F)c3)C2=O)cc1 (centres undefined) | nt | nt | nt | nt | 6.3 | -0.3 | -3.2 | 0.3
CCC(=O)Nc1ccc2c(c1)OC[C@@H](C)N(CC1CC1)C[C@H](C)[C@@H](OC)CN(C)C2=O | 9.6 | -7.2 | 2.6 | 19.7 | -2.0 | -1.7 | -1.9 | -0.4
Cc1cc(C)c(C)c(S(=O)(=O)N2CCN(c3ccc(O)cc3)CC2)c1C | nt | nt | nt | 6.5 | -1.9 | -1.2 | 2.3 | 0.0
C=CCn1c(SCC(=O)NC2CCCCC2)nc2ccccc2c1=O | 1.8 | nt | -6.5 | -14.1 | 2.8 | 1.2 | -0.1 | -0.2
Cc1cc(Nc2cccc([N+](=O)[O-])c2)c2ccccc2n1 | nt | nt | nt | 11.8 | 3.0 | -1.6 | -3.0 | 0.0
COc1ccc(OCc2cc(/C=N\NC(=O)c3ccccc3)ccc2OC)cc1 | -9.0 | -18.1 | 6.7 | -10.1 | 1.9 | -1.1 | 2.0 | 0.5
O=C(COc1cccnc1[N+](=O)[O-])NCc1ccccc1 | 6.6 | 2.9 | 0.7 | -4.8 | -2.1 | -1.8 | -8.9 | 0.0
C=CCn1c(SC(F)F)nc2scc(-c3ccco3)c2c1=O | 2.5 | 9.7 | -11.3 | -10.1 | 1.8 | 4.3 | 0.0 | 0.0
O=C(N[C@@H]1C=C[C@H](CC(=O)N2CCN(c3ccccc3)CC2)O[C@@H]1CO)c1ccccc1 | nt | nt | nt | -11.7 | -1.7 | 1.2 | -5.0 | 0.2
C[C@H](CO)N1C[C@H](C)[C@H](CN(C)Cc2ccc(Oc3ccccc3)cc2)Oc2c(NC(=O)c3nc4ccccc4s3)cccc2C1=O | 4.5 | -74.5 | -5.1 | -1.4 | -0.6 | 4.3 | 6.3 | 0.1
CCCC1SCC(C)(C)NC1=O (centres undefined) | 0.8 | 3.3 | -3.8 | 1.0 | -2.4 | nt | -0.6 | 0.0
CC(C)(CO)CNC1CCCN(C2Cc3ccccc3C2)C1 (centres undefined) | 0.4 | -6.5 | 9.4 | 33.7 | 3.8 | -0.8 | -0.9 | 0.6
O=C(C[C@H]1CC[C@H](NS(=O)(=O)c2ccc(F)cc2)[C@@H](CO)O1)N1CCC(Cc2ccccc2)CC1 | 3.9 | 20.5 | -13.7 | -5.5 | -0.3 | -1.9 | 8.4 | -0.5
NC(=O)SC/C(=N\S(=O)(=O)c1ccccc1)Nc1ccccc1 | 0.7 | 23.2 | -3.4 | 12.6 | 8.9 | 0.8 | -2.4 | nt
CO[C@H]1CN(C)C(=O)c2cc(NC(=O)NC(C)C)ccc2OC[C@H](C)N(Cc2ccccc2)C[C@H]1C | -0.1 | 3.3 | -16.4 | -11.0 | -0.4 | 7.9 | -9.5 | 0.0
COc1ccc(NC(=O)N(C)C[C@@H]2Oc3c(NS(=O)(=O)c4ccc(F)cc4)cccc3C(=O)N([C@@H](C)CO)C[C@@H]2C)cc1 | 0.9 | 6.3 | -1.0 | -0.2 | nt | nt | nt | -1.3
O=C(Nc1ccc(Cl)cc1)N1[C@@H]2CNC[C@H]1C2c1ccc(/C=C/c2ccccc2)cc1 (some centres undefined) | nt | nt | 3.3&1.0 | -10.3&-19.6 | -3.3&0.0 | 4.5&-1.5 | -8.2&6.2 | 0.0&0.0
COc1ccc(NC(=O)c2cnn(-c3ccccc3)c2C)cc1 | -5.8 | -10.4 | nt | nt | -1.1 | -3.1 | -5.5 | 0.0
CNC(=O)C[C@@H]1CC[C@@H]2[C@H](COC[C@@H](O)CN2S(=O)(=O)c2ccccc2Cl)O1 | -1.8 | 24.8 | 1.3 | -3.6 | 0.1 | -0.9 | -1.9 | 0.4
O=C(Nc1ccccc1N1CCCCC1)c1cccc([N+](=O)[O-])c1 | nt | nt | -17.2 | 34.1 | -2.8 | 7.1 | -6.1 | 0.1
CCCC[C@H](CN(N=O)[C@@H](Cc1ccccc1)CN(C)N=O)N(CCc1ccccc1)N=O | 10.5 | 3.9 | -3.4 | 14.4 | -6.4 | -0.4 | -3.3 | 0.0
C/C(=N\NC(=O)c1cccnc1)c1ccc(C)c([N+](=O)[O-])c1 | nt | nt | -10.5 | 7.6 | 2.8 | 2.2 | -0.2 | 0.0
O=C(CNC(=O)C(c1ccccc1)c1ccccc1)OCC(=O)c1cccs1 | 0.6 | nt | 1.0 | -5.3 | nt | nt | nt | 0.2
O=C(c1ccccc1)N1CC[C@@H]2[C@H]1c1cc(C#Cc3cccc(F)c3)ccc1N[C@@H]2CO | 10.9 | -9.5 | -1.0 | -20.0 | nt | nt | nt | 0.1
CCCCNc1nc(NC)nc(Cl)c1SC | nt | nt | 4.4 | -20.2 | 0.5 | -3.5 | -0.9 | 0.1
CC(C)NC(=O)Nc1ccc2c(c1)C(=O)N([C@@H](C)CO)C[C@@H](C)[C@@H](CN(C)C(=O)C1CCCCC1)OCCCC[C@@H](C)O2 | 2.9 | -6.4 | -8.3 | 7.2 | -4.0 | 5.2 | 0.5 | 0.0
COC(=O)c1ccc(CS(=O)(=O)c2ccc(C)cc2)o1 | 0.4 | 6.1 | -1.5 | -5.1 | 10.9 | -0.4 | -5.8 | 0.2
CN(C)CCOc1ccc(/C(=C(/CCCl)c2ccccc2)c2ccccc2)cc1 | 35.9 | 0.6 | -108.8 | 2.5 | 5.9 | -4.3 | -1.1 | 0.2
CC(C)CCN1C(Nc2ccccc2)=NC[C@@H]1Cc1ccccc1 | -2.3 | -10.6 | 9.6 | 0.8 | 0.8 | 2.5 | -0.3 | 0.1
CCCn1c(=N)c(S(=O)(=O)c2ccccc2)cc2c(=O)n3cccc(C)c3nc21 | 0.1 | -7.3 | 5.7 | -5.7 | -18.7 | -2.8 | 0.5 | 0.2
CCS(=O)(=O)c1nc(S(=O)(=O)c2ccc(C)cc2)c(NCc2ccccn2)s1 | nt | nt | nt | 3.4 | 0.6 | 0.1 | 0.8 | -0.1
CCc1ccc(C(=O)CCC(=O)Nc2cccc(S(=O)(=O)N3CCCCC3)c2)cc1 | 0.2 | 9.6 | -13.4 | -24.6 | -5.2 | 1.1 | 3.7 | 0.0
Cc1ccc2c(c1)cc1c(=O)n(CC(=O)N(C)c3ccccc3)nc(C)n12 | -1.2 | 4.5 | 13.3 | 16.9 | -2.0 | 1.9 | -3.8 | 0.2
CN1c2ccc(-c3ccccc3)cc2[C@@H]2[C@@H](CCN2C(=O)NC2CCCC2)[C@@H]1CO | -6.3 | 1.2 | 10.2 | 4.8 | nt | nt | nt | 0.0
COc1ccc(/C=N/NC(=O)C(=O)N2CCCCCC2)cc1 | -0.6 | 13.5 | nt | -37.7 | -3.3 | nt | -2.6 | 0.0
C[C@@H]1CN([C@@H](C)CO)C(=O)c2cc(-c3ccccc3F)cnc2O[C@@H]1CN(C)C(=O)C1CCOCC1 | 1.3 | -8.6 | 7.5 | 6.1 | -0.7 | -0.9 | 3.5 | 1.2
CCO[C@@H]1OC(C(=O)N2CCCCCCC2)=C[C@H](c2ccc(C(F)(F)F)cc2)[C@H]1CCCO | 0.5 | 4.3 | nt | 14.9 | -1.8 | nt | -1.5 | 0.0
COc1ccc(F)c(-c2nc(CN3CCN(C(=O)c4ccco4)CC3)c(C)o2)c1 | -8.0 | 5.4 | nt | -7.6 | -0.8 | -3.3 | 0.5 | 0.1

Only part of the results is shown, so the mix of outcomes need not match the whole.
